Source: PubChem BioAssay (several laboratories)
M1AAP inhibition – P. falciparum M1AAP inhibitors, biochemical, fluorogenic H-Leu-NHMec substrate, 1536-well (AID 1445); recombinant M1AAP, H-Leu-NHMec fluorogenic kinetic assay; higher % means a stronger effect; inhibition, % at 30 µM, or IC50 in µM where a hit was titrated; 0.42% of 220,000 active;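 active means primary inhibition above the hit cutoff, then over 50% inhibition at one or more dose response concentrations, cut at about 23% in these data, passing the limit was not always enough; inconclusive means conflicting primary data, or primary hits not chosen for dose response; inactive means low primary inhibition, or under 50% at every dose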;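 further: plate controls were DMSO full reaction for no effect and no enzyme background for full effect; strong numbers were not always called active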
ER stress rescue – rescue of cells from ER stress-induced death, primary screen, 384-well, CSM14.1, thapsigargin, ATP luminescence (AID 1222) | CSM14.1 thapsigargin-induced death rescue, ATP luminescence; higher % means a stronger effect | 190,000 tested, under 10 active | cellular ATP content (survival), % at 20 µM; hits with a dose series show EC50 in µM;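 active means EC50 below 50 µM in the dose-response confirmation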;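 further: death triggered by thapsigargin at about 15 µM added after 2 h compound pretreatment; cell ATP read after overnight thapsigargin exposure of roughly 18 to 22 hours; normalized against plate controls of thapsigargin alone and 5% DMSO vehicle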
b-catenin transl – beta-catenin nuclear translocation modulation | 0.3% of 190,000 active | HeLa beta-catenin nuclear translocation, immunofluorescence imaging | nuclear translocation activity, % at 5 µM;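 active means nuclear translocation activity above 50% at 5 µM, with a well cell count of 50 or more; inconclusive means wells under 50 cells across six images, flagged as toxic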;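 further: per-cell ratio of nuclear to cytoplasmic median beta-catenin stain intensity; plate controls were DMSO negative control for no effect and GSK-3 inhibitor IX positive control for full effect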
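Technique: fluorescence imaging of beta-catenin antibody stain plus DAPI / Material: human HeLa cell line / Incubation: compound treatment 24 h, 37°C, 5% CO2 / Read-out basis: % activation of per-cell nuclear versus cytoplasmic median beta-catenin signal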
P. falciparum M17LAP – P. falciparum M17LAP inhibitors, primary screen, biochemical, fluorogenic H-Leu-NHMec substrate, 1536-well (AID 1619). recombinant M17LAP, H-Leu-NHMec fluorogenic kinetic assay; higher % means a stronger effect. 0.38% of 220,000 active. one-dose inhibition, % at 30 µM; IC50 in µM for titrated hits;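 active means compound inhibiting the enzyme by more than half at any dose during confirmatory dose-response retesting; inconclusive means strong single-dose inhibitors picked by rank but not retested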;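 further: plate controls were full reaction with DMSO carrier for no effect and no enzyme background for full effect; strong numbers were not always called active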
MT stabilize HCS – microtubule stabilizers in HeLa cells | AID 2205 | HeLa tubulin immunostaining HCS, 24 h; share of cells brighter than vehicle mean+2SD | 0.83% of 200,000 active | % tubulin-high responders, % at 10 µM;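 active means plate Z-score above 3 for both tubulin-high and condensed-nucleus cell shares, with cell loss under 80%, at 10 µM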;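 further: anti alpha tubulin signal scored within the nucleus-defined area of each cell; some results filed as inactive read as strong as hits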
K1F lysis inhibition – inhibition of K1F phage lysis, E. coli UTI89, bacterial capsule biogenesis inhibitors, alamar blue (AID 488966) | inhibition, % at 100 µM; hits with a dose series show IC50 in µM | 0.02% of 340,000 active | E. coli UTI89 K1F phage lysis, alamar blue, 2 h; higher % means a stronger effect;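 active means phage lysis inhibition, versus mean bacterial control, above a set limit; inconclusive means no clear call, values can overlap the other calls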;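 further: capsule biogenesis inhibitors block K1F phage lysis so surviving cells raise fluorescence; higher fluorescence means more inhibition of phage lysis; actives were called in the ten point dose series up to 300 µM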
Ins promoter up – MIN6 insulin promoter up-regulation; MIN6 insulin promoter-GFP reporter, high-content imaging; active compounds read high; 0.3% of 190,000 active; AID 1625; z-score at 5 µM;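 active means z-score above 3 at 5 µM with at least 500 cells counted in the well; inconclusive means wells under 500 cells, flagged as cytotoxic or low count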
Dynein cargo inh – dynein cargo transport inhibition; 3617.4 mouse cells, GR-EGFP nuclear translocation imaging; test concentration mostly 20 µM; stimulated with dexamethasone, 1 µM; active compounds read low; z-score, hits read low; 0.47% of 220,000 active;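 active means plate z-score of nuclear minus cytoplasmic receptor signal below a set negative limit, without overly bright fluorescence or cell loss, cut at about -3.5 in these data, passing the limit was not always enough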;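 further: z-score of nuclear minus cytoplasmic ring GR-EGFP intensity difference per well; some compounds called inactive have numbers as strong as hits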
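Also added: dexamethasone, 1.0 µM final. Medium: tet-free, stripped-serum medium. Detection: fixed, Hoechst-stained cells imaged at 10x for EGFP. Read-out: nuclear-to-cytoplasmic GR-EGFP distribution per well. Times: induction 48 h, compound 1 h, agonist 30 min.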
Autophagy HCS – autophagy modulation, high-content screen; MEF GFP-LC3 puncta imaging; test concentration mostly 10 µM; calls only at 10 µM (by protocol); 0.98% of 190,000 active; AID 463193;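 active means percentage of spot-positive cells more than 3 SD above its plate mean, without a fluorescence outlier flag or 80% toxicity; inconclusive means no clear call, values can overlap the other calls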;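 further: spot-positive cell cutoff set from DMSO-treated cells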
Dynein cargo inh cytoplasmic EGFP – second read-out of Dynein cargo inh, no call of its own (marks repeat the call); z-score; measured here: cytoplasmic GR-EGFP intensity; active compounds read high
Dynein cargo inh nuclear GR-EGFP – second read-out of Dynein cargo inh, no call of its own (marks repeat the call); z-score; measured here: nuclear GR-EGFP intensity;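 lower value marks the stronger effect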
Dynein cargo inh cell count – recorded beside Dynein cargo inh, whose call it bears; z-score; measured here: cell count per field
Ins promoter up cell count – second read-out of Ins promoter up, no call of its own (marks repeat the call); cell count; measured here: cytotoxicity, nuclei count;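 total cells summed across four imaged fields per well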
b-catenin transl cell count 5 µM – also measured in b-catenin transl; calls as there; cell count; measured here: cell count, cytotoxicity flag
MT stabilize HCS Hoechst-high % – also measured in MT stabilize HCS; calls as there; % Hoechst-high responders; measured here: nuclear condensation Hoechst responders;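 share of cells brighter than vehicle mean plus two SD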
MT stabilize HCS cytotoxicity % – recorded beside MT stabilize HCS, whose call it bears; toxicity, %; measured here: cytotoxicity by cell density;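 0% = mean cell density of plate MIN control wells and 100% = no cells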
Autophagy HCS cell loss 18 h – also measured in Autophagy HCS; calls as there; toxicity, %; measured here: cell loss, nuclei count;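 cell loss after 18 h compound exposure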
Numbers without * were called inactive; i = inactive; ? = inconclusive; · = no result given; [ ] = dose if it differs, or a comment.

SMILES	M1AAP inhibition	ER stress rescue	b-catenin transl	b-catenin transl cell count 5 µM	P. falciparum M17LAP	MT stabilize HCS	MT stabilize HCS Hoechst-high %	MT stabilize HCS cytotoxicity %	K1F lysis inhibition	Ins promoter up	Ins promoter up cell count	Dynein cargo inh	Dynein cargo inh cytoplasmic EGFP	Dynein cargo inh nuclear GR-EGFP	Dynein cargo inh cell count	Autophagy HCS	Autophagy HCS cell loss 18 h
COc1cccc(OC)c1OCCCCCc1c(C)n[nH]c1C	7%	-0.9%	5.2	1452	9%	5.6	4.6	5.6	-0.2%	-0.74	1025	-0.61	0.42	0.004	0.67	i	10
Cc1cc(/C=C2/SC(=O)N(CC(=O)N3CCCC3)C2=O)ccc1N1CCOCC1	12%	-6.1%	1.1	1142	6%	4.2	2.1	4.5	0.3%	-0.53	1315	-1	0.051	-0.48	1.2	i	-26
N#CC1=C(N)Oc2n[nH]c(-c3ccccn3)c2C1c1c(F)cccc1Cl (stereo unspecified)	6%	-0.6%	·	·	4%	0.7	1.5	4.7	-0.4%	-0.33	965	-0.38	-0.25	-0.2	0.009	i	-3
Cc1cc(C)c(NC(=O)Nc2ccccc2)c(Cl)c1	10%	-5.1%	·	·	5%	3.6	3.6	12	-0.5%	-0.14	1253	1.9	-0.24	0.98	-1.4	i	8
COc1ccc(N2C(=O)[C@H]3[C@@H](C2=O)C2c4ccccc4C=NN2[C@H]3C(=O)C(C)(C)C)cc1 (stereo partly specified)	4%	·	-1.3	1260	9%	·	·	·	0.8%	0.47	982	-0.48	-0.26	0.17	1.5	·	·
O=C(CSc1ccccc1C(=O)NCc1ccccc1)NC1CCCCCCC1	1%	0.6%	-0.3	1101	9%	1.6	2.1	0.5	0.0%	0.76	1427	-0.19	-0.22	-0.028	0.47	i	15
CC(=O)CC(C)=NCCN=C(C)CC(C)=O	-4%	1.0%	1.9	1440	4%	2.2	5.3	11	0.5%	-0.07	1628	-0.26	0.25	0.55	-0.83	i	-3
Cc1cc(C)cc(N2C(=O)C3CC=CCC3C2=O)c1 (stereo unspecified)	4%	-2.5%	·	·	2%	3.1	0.8	31	1.4%	1.8	1204	0.49	-0.14	0.56	1.1	i	5
Nc1nnc(COc2ccc(Br)cc2Br)s1	15%	0.8%	-4.8	962	-6%	3.3	2.6	6.8	3.1%	·	·	0.47	-0.24	0.54	0.0089	i	-55
COc1ccc2c(c1)-c1nc(/N=C/c3c(O)ccc4ccccc34)sc1CC2	7%	-2.3%	1.2	1075	-37%	4.6	2.4	8.3	0.2%	·	·	-0.83	0.0022	-0.15	0.13	i	-12
N#C/C(=C\c1ccc(-c2ccc([N+](=O)[O-])cc2)o1)C(=O)Nc1nc(-c2cccs2)cs1	4%	·	2.6	1339	3%	·	·	·	0.3%	0.6	1059	0.26	0.86	1.2	-2.4	·	·
CCOc1ccc(N(CC(=O)NC2CCCCC2)C(=O)CSc2nnc(COc3ccccc3)o2)cc1	4%	0.3%	0.4	1073	-12%	3.1	1.8	11	1.5%	0.39	1075	0.18	-0.25	-0.53	-0.022	i	-3
CC/C(C)=N\Nc1nc(-c2cc3cc(OC)ccc3oc2=O)cs1	11%	·	-1.3	1370	16%	·	·	·	1.0%	0.43	1073	-1.1	-0.17	-0.55	0.91	·	·
O=C1CCCC2=C1C(c1ccco1)Nc1ccc(C(=O)c3ccccc3)cc1N2 (stereo unspecified)	18%	1.9%	-2.8	1017	4%	30	12	66	-0.7%	0.36	1239	-0.059	-0.036	0.058	0.11	i	3
Cc1ccccc1NC(=S)NCc1ccc2[nH]c3c(c2c1)CCCC3	5%	0.9%	-1.3	547	-1%	4.3	1.8	8.3	2.4%	-0.09	1003	-0.63	-0.23	0.42	0.079	i	33
Cc1ccc(CN(C(=O)c2cc(=O)c3cc(Cl)c(C)cc3o2)C2CCS(=O)(=O)C2)cc1 (stereo unspecified)	7%	-1.2%	0.7	1376	10%	3.9	1.3	7.9	3.2%	-1.6	1279	-2.1	-0.1	-1.3	-1.1	i	-9
Cc1occc1-c1nnc(SCC(N)=O)o1	6%	-1.1%	3.0	932	1%	4.7	1.7	7.7	0.1%	0.73	1598	-0.33	-0.24	0.22	0.3	i	13
NS(=O)(=O)c1cccc(NC(=O)Cn2cc(C(F)(F)F)cc(Cl)c2=O)c1	0%	·	4.7	994	1%	·	·	·	0.0%	1.6	1402	0.58	-0.18	0.15	0.15	·	·
CC1=NN(c2ccccc2)C(=O)C1C=Nc1ccc(N(C)C)cc1 (stereo unspecified)	13%	·	2.1	1254	-8%	·	·	·	·	-0.2	1131	-0.87	0.81	0.37	0.28	·	·
Cc1ccccc1N1C(S)=C(C#N)C(=O)NC12CCCCC2	1%	-2.5%	-1.4	1102	6%	2.6	2.4	7.2	0.6%[50 µM]	-0.14	1412	0.12	-0.26	0.31	0.044	i	8
CC(NC(=O)COC(=O)/C=C/c1cccc(C(F)(F)F)c1)c1ccccc1 (stereo unspecified)	6%	5.4%	·	·	1%	0.6	4.4	4.7	0.2%	-0.35	1495	-0.66	-0.3	-0.44	0.59	i	-2
CC1Cc2nc(SCC(=O)NCc3ccco3)n(-c3ccccc3)c(=O)c2S1 (stereo unspecified)	1%	·	-1.0	1100	15%	1.8	1.1	6.0	-0.1%	·	·	-1.1	-0.083	-0.37	0.41	i	-6
CS(=O)(=O)c1ccc2nc(NC(=O)c3ccc(Cl)nc3)sc2c1	18%	-1.0%	1.6	1156	30%	4.9	1.6	6.0	0.7%	0.55	1249	-0.25	-0.36	-0.43	1.6	i	-3
NNC(=O)c1ccc(Cn2cc(Cl)cn2)cc1	0%	-1.1%	·	·	-4%	3.5	2.6	7.7	1.9%[50 µM]	-0.07	1520	-0.21	-0.31	-0.31	0.3	i	-2
COC(=O)C1=NN(c2ccccc2)C2(S1)S/C(=C\c1ccccc1)C(=O)N2c1ccccc1 (stereo unspecified)	4%	-1.1%	2.3	1227	7%	2.3	1.7	12	0.3%	-1.3	841	0.17	0.23	0.56	0.34	i	-6
CCOc1cc(C=O)ccc1OS(=O)(=O)c1ccc(NC(C)=O)cc1	15%	2.6%	3.0	1072	1%	2.0	2.4	2.3	0.2%	-0.09	1144	-0.028	-0.24	0.034	0.67	i	-3
Cc1cc(C)nc(NS(=O)(=O)c2cccs2)c1	0%	-2.8%	1.2	467	15%	3.1	1.7	8.2	5.7%	-0.04	1193	0.38	-0.24	0.72	0.41	i	-17
Cc1ccc2nc(/C(C#N)=C/c3cn[nH]c3-c3ccc(F)cc3)[nH]c2c1	12%	-2.5%	100*	769*	-3%	36*	18*	26*	0.1%	-0.67	1060	2.3	0.8	2	-2.7	i	6
Cc1ccc(S(=O)(=O)N2CCCCC2)cc1NC(=O)CNCc1ccco1	9%	·	-2.4	1148	6%	·	·	·	0.0%	0.84	1389	0.55	1.2	0.52	-0.6	·	·
Nc1ccn(Cc2cccc(Cl)c2)n1	10%	-0.8%	6.4	1133	-4%	1.8	3.0	4.4	?	-0.86	1282	-0.28	-0.11	-0.16	-1.1	i	17
CS(=O)(=O)NN1C(=O)c2ccccc2NC1c1c[nH]c2ccccc12 (stereo unspecified)	6%	-1.8%	-0.5	1099	-5%	6.2	3.1	7.3	1.3%	-0.13	1461	0.9	-0.1	0.56	-0.2	i	-2
COC(=O)/C(C#N)=C/c1c(Oc2cc(C)cc(C)c2)nc2c(C)cccn2c1=O	-3%	-0.7%	-0.9	978	-8%	1.4	1.9	8.2	1.5%[50 µM]	-0.25	1340	0.73	-0.2	0.72	-0.92	i	-6
C=CCSc1nc2ccccc2n1Cc1nnc(-c2cccs2)o1	-9%	1.9%	0.0	1164	0%	4.2	1.7	1.3	0.3%	0.09	1121	2.4	-0.18	1.4	-1.4	i	1
CCc1nc(NCCCN2CCOCC2)c2oc3ccccc3c2n1	5%	-2.0%	·	·	-3%	3.4	1.4	7.7	0.6%	-0.03	1366	-0.78	-0.12	-0.92	0.63	i	-3
CCCCN(CC)C(=O)CSc1nc2ccccc2c(=O)n1CC1COc2ccccc2O1 (stereo unspecified)	0%	-1.5%	2.1	1345	-3%	1.2	0.9	8.5	-0.1%	-1.2	1257	-1.4	-0.19	-1.2	0.14	i	-5
CC(=O)Nc1ccc(S(=O)(=O)N2CCN(C(=O)Cc3ccccc3)CC2)cc1	3%	-3.2%	0.6	1162	-11%	6.0	1.0	64	6.5%	·	·	-0.45	-0.27	0.1	-0.36	i	0
NC(=O)C1CC=CCC1C(=O)OCC(Cl)=C(Cl)Cl (stereo unspecified)	2%	1.3%	-2.8	886	23%	2.2	1.7	9.8	0.2%	-0.15	1221	2.1	-0.13	1.1	-1.6	i	12
